Source: PubChem BioAssay
ELG1 genotoxic – genotoxicity induction in ELG1-luciferase HEK293T cells. HEK293T ELG1-luciferase reporter, luminescence, 16 h. Potency, µM (highest dose often 46 µM), without a hit: top-dose activity change, positive = activation, actives largely listed as activators. 330,000 compounds, 1.3% hits; further: % of control where 0% means no effect; nearly all actives have a fitted effect of over 60% in size
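Genotoxic stress is detected as increased luminescence from luciferase-tagged ELG1 in HEK293T cells, measured with ONE-Glo after a 16 hr treatment at 37 °C.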
Rab9 prom act – activators of Rab9 promoter; Huh7 Rab9 promoter-luciferase reporter, luminescence, 24 h; Potency, µM (series often up to 9.22 µM), inactives show at the top dose activation, negative = inhibition, actives largely listed as activators; 320,000 compounds, 2.8% hits; further: % of control where 0% means no effect; nearly all actives have a fitted effect of over 60% in size
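Steps: seed 1500 Huh7 Rab9-luc cells per well, rest 2 h at 37 °C; add compound in DMSO; incubate 24 h; add luciferase reagent, 10 min ambient; read luminescence.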
BRCA1 expr up – BRCA1 expression activation; MCF7-BRCA1-FFLuc reporter, luminescence, 48 h; response scale: scaled: vehicle 0%, 10 µM genistein 100%; Potency, µM (top dose mostly 46.1 µM), without a hit: at the highest dose activation, usual class: activators; 380,000 compounds, 1.1% hits; further: nearly all actives have a fitted effect of over 80% in size; some results filed as inactive show a strong effect at the top dose
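MCF7-BRCA1-FFLuc, 2000 cells/well; 2 h attach, 37 °C/5% CO2; compound 48 h; luciferase substrate 15 min; luminescence end-point. Norm. to genistein 10 microM max activation and DMSO; concentration-response curves fitted.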
VP16 counter – counter-screen for ROR gamma inhibitors: Gal4-VP16 reporter | 310,000 compounds, 3.5% hits | Potency, µM (series often up to 53.6 µM), for the others: at the top dose activity, negative = inhibition, actives largely listed as inhibitors | Drosophila S2 Gal4-VP16 UAS-luciferase, luminescence, 20 h;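 further: Gal4-VP16 expression switched on by copper sulfate through the metallothionein promoter; on the % scale 0 is the no-effect control and ±100 the full control effect; nearly all actives have a fitted effect of over 50% in size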
p53 reactivation – mutant p53 re-activation in reporter cells | H1299 p53-A138V BP100-luciferase reporter, luminescence, 24 h | Potency, µM (titrated, usually from 92.2 µM), for the others: at the top dose activity change, positive = activation, most hits filed as activators | 320,000 compounds, 0.063% hits; further: % of control where 0% means no effect; nearly all actives have a fitted effect of over 45% in size
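p53-null H1299 cells stably carrying temperature-sensitive p53-A138V and a BP100-luciferase reporter were pinned with compounds (4-point, 1:5 series) and held 24 hrs at 37 deg C. Luminescence was read 10 min after detection reagent.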
FLuc modulator – firefly luciferase modulation, counter-screen for miR-21 project | purified FLuc, Km substrates, luminescence inhibition | Potency, µM (doses to about 57.5 µM), without a hit: top-dose activity change, negative = inhibition, hits mostly inhibitors | 360,000 compounds, 6.9% hits | AID 588342;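 further: plate controls were vehicle for no effect and reference inhibitor for full effect; nearly all actives have a fitted effect of over 55% in size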
Target sequence (P08659 whole entry, looked up): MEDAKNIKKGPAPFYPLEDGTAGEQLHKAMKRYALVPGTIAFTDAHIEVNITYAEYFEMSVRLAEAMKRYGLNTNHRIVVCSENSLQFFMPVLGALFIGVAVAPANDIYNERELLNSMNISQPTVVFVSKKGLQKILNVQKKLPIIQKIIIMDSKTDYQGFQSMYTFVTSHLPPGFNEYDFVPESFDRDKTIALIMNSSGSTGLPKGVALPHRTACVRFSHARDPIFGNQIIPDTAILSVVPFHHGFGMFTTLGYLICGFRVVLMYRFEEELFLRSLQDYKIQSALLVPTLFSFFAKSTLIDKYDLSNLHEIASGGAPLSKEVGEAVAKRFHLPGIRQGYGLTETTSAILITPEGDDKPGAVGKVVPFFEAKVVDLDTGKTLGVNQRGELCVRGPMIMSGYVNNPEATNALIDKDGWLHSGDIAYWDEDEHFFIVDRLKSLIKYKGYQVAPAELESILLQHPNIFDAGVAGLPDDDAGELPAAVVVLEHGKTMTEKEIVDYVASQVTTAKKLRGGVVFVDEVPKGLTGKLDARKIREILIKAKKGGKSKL
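Purified P. pyralis luciferase (10nM final) with 10uM D-luciferin and 10uM ATP (Km levels) in 50mM Tris acetate pH 7.5, 10mM Mg acetate, 0.01% Tween-20, 0.05% BSA; qHTS 6-point titration, ~60 µM downward; luminescence read.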
uPA generation – inhibitors of cell surface uPA generation; cell surface uPA generation assay, qHTS; Potency, µM (top dose mostly 38.3 µM), for inactives: at the top dose activity change, negative = inhibition, most hits filed as inhibitors; 330,000 compounds, 0.31% hits; active means well fitted inhibition curve with a large enough effect; inconclusive means small, poorly fitted or top-dose-only effect; inactive means no such curve, though single readings can be large or run the other way; tested in mouse RAW 264.7 cells; further: on the % scale 0 is the no-effect control and ±100 the full control effect; nearly all actives have a fitted effect of over 55% in size
MBNL1-CUG inh – blocks human MBNL1 binding to CUG repeat RNA; Q9NR56; TR-FRET MBNL1-His/biotin-(CUG)12 binding, 665/545 ratio; Potency, µM (highest dose often 57.5 µM), inactives show at the highest dose activity change, negative = inhibition, most hits filed as inhibitors; 280,000 compounds, 0.036% hits; AID 2675; active means well fitted inhibition curve with a large enough effect in the signal ratio, with a control signal flat, not every such curve was filed as active; inconclusive means small, poorly fitted or top-dose-only effect, or effect the other way, or a change in a side signal; inactive means no such curve, though single readings can be large or run the other way; the % refers to the signal ratio; further: on the % scale 0 is the no-effect control and ±100 the full control effect
Target sequence (Q9NR56 whole entry, looked up): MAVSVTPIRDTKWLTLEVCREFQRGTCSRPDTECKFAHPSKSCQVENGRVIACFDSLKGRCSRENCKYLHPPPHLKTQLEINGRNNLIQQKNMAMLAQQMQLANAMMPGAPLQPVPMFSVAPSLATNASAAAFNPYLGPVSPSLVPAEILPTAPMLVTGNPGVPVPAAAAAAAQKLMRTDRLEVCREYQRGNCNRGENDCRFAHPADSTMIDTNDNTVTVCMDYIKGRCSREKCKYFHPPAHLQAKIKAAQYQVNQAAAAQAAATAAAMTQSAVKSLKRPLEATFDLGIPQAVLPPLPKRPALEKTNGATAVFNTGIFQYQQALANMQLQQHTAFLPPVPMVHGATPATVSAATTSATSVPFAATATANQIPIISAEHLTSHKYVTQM
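MBNL1-His + Biotin-(CUG)12, cpd titration 92 nM–58 uM; Tb anti-His Ab 0.055 ng/ul, SA-XL665 5 nM (final); 60 min RT; ratiometric 665/545 nm, Ex 340 nm; normalized to buffer and full-complex controls.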
NPC1 promoter act – NPC1 promoter activation; Huh7 NPC1 promoter luciferase reporter, 24 h; Potency, µM (series often up to 9.22 µM), inactives show at the top dose activation, actives largely listed as activators; 320,000 compounds, 2.4% hits;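 further: % of control where 0% means no effect; nearly all actives have a fitted effect of over 60% in size; reporter is driven by a mutant NPC1 promoter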
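Compounds in DMSO were transferred onto Huh7 NPC1-luciferase reporter cells pre-incubated 2 h; after 24 h at 37 °C, Amplite reagent was dispensed and luminescence recorded 10 min later.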
RORgamma inh – blocks mouse ROR gamma transcriptional activity | Drosophila S2 Gal4-RORgamma UAS-luciferase reporter, 20 h | Potency, µM (top dose mostly 53.6 µM), inactives show at the highest dose activity change, negative = inhibition, hits mostly inhibitors | 310,000 compounds, 5.4% hits | AID 2551; further: on the % scale 0 is the no-effect control and ±100 the full control effect; nearly all actives have a fitted effect of over 60% in size
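Luminescence from a UAS-regulated Photinus luciferase reporter in stably transfected Drosophila Schneider cells is measured; decreased signal marks ROR gamma inhibition. Fusion expression is induced by 700 uM copper sulfate for 20 hr.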
An asterisk follows results filed as active; ? = inconclusive; nt = not tested or not shown; [ ] = another dose, or the depositor's remark. Unless noted, the call rests on the fitted dose curve; in most records, active means well fitted curve in the direction sought with a large enough effect; inconclusive means small, poorly fitted or top-dose-only effect, or another doubt; inactive means no such curve, though single readings can be large; an effect the other way counts as inactive or inconclusive. Potency means the concentration at half of the fitted maximal effect.

structure	FLuc modulator	NPC1 promoter act	uPA generation	RORgamma inh	BRCA1 expr up	VP16 counter	p53 reactivation	ELG1 genotoxic	Rab9 prom act	MBNL1-CUG inh
Cc1cc(NC(=O)c2cccs2)n(-c2ccccc2)n1	1.7%	2.2%	3.0%	22.1%	0.1%	9.6%	-2.9%	3.1%	-6.9%	-1.8%
S=C(NCCc1ccccc1)NCC(c1ccco1)N1CCCCC1 (stereo not drawn)	-8.1%	4.4%	-4.0%	10µM*	27.8%	?	8.9%	-1.3%	-1.8%	-10.3%
Cc1cccc(OCc2nnc(SCC(=O)Nc3cccc(C(=O)N4CCOCC4)c3)o2)c1C	-16.6%	-0.1%	3.0%	7.9%	-4.9%	2.9%	-5.2%	0.2%	-2.1%	3.4%
Cc1ccc(-c2[nH]c3cc(C(=O)NCCCn4ccnc4)ccc3c(=O)c2O)cc1	2.6%	-6.4%	2.3%	-36.3%	-7.2%	-4.4%	1.0%	4.5%	0.7%	?
CC1(C)CC(=O)C2=C(C1)NC1=C(C(=O)c3ccccc31)C2c1ccc(Cl)cc1 (stereo not drawn)	?	-0.6%	-9.7%	?	-78.5%	-15.0%	-14.8%	-11.5%	-3.8%	nt
Cc1cccnc1NC(=O)c1cccc(S(=O)(=O)NCc2ccccc2)c1	-2.1%	-0.4%	2.3%	nt	11.8%	nt	1.7%	0.9%	-2.3%	nt
Cn1c(=O)c2c(nc(CN3CCN(CCO)CC3)n2CCc2ccccc2)n(C)c1=O	-0.1%	-6.1%	-1.4%	-14.9%	24.9%	1.2%	0.3%	-1.6%	-2.7%	-1.8%
COc1ccc(N2CCN(CC(O)COc3ccc([N+](=O)[O-])cc3)CC2)cc1 (stereo not drawn)	2.5%	-1.0%	-2.1%	-5.2%	-0.6%	-4.7%	-3.4%	-1.8%	-3.6%	-6.2%
CC1(C)N=C2C(=[N+]1[O-])CCC/C2=N\O	6.5%	-1.1%	-1.3%	-8.9%	-0.1%	1.0%	-6.6%	2.8%	0.4%	-4.2%
CC(C)c1onc(C(=O)NCCc2ccccc2)c1[N+](=O)[O-]	?	2.0%	-1.6%	0.2%	95.5%	10.6%	-5.7%	8.3%	?	17.1%
Cn1cccc1CNC(=O)Nc1ccc(Cl)c(Cl)c1	8.49µM*	3.98µM*	-5.2%	39.4%	2.24µM*	18.0%	21.8%	?	3.16µM*	1.5%
Cc1c(C(=O)N2CCCCC2)c(S(=O)(=O)NCCc2ccccc2)c(C)n1C	-1.0%	-0.3%	-3.9%	30.5%	0.7%	8.4%	0.0%	1.2%	-3.8%	6.6%
CC(=O)N1CCCc2cc(S(=O)(=O)Nc3cccc(C)c3C)ccc21	-0.4%	-4.4%	-6.6%	29.1%	-23.4%	8.7%	-0.6%	0.2%	0.8%	-12.3%
COc1ccc(CNC(=O)CN(C(=O)CCC(=O)Nc2nccs2)c2ccccc2C)cc1	0.2%	0.5%	-0.4%	1.4%	-30.2%	-7.0%	-4.7%	-5.7%	-1.3%	3.7%
CCOc1ccccc1N1CCN(C(=S)NC(=O)C23CC4CC(CC(C4)C2)C3)CC1	-2.0%	-3.5%	-0.9%	3.55µM*	-59.3%	3.55µM*	2.3%	-9.5%	-3.1%	nt
Cn1cc(C(=O)NS(=O)(=O)Nc2ccc(Br)cc2)c2ccccc21	-1.6%	-8.6%	?	-12.3%	4.8%	-1.5%	3.6%	7.9%	2.4%	-1.3%
COc1cc(C(=O)Nc2cccc(C)c2C)ccc1OCC(=O)N1CCOCC1	2.0%	-0.4%	-7.0%	nt	6.8%	nt	1.2%	2.3%	-1.8%	nt
O=S(=O)(c1ccccc1)N1CCN(c2nnc(-c3ccccc3)c3ccccc23)CC1	5.6%	-2.9%	2.3%	-0.4%	-61.7%	-15.3%	-3.4%	-11.2%	-0.3%	nt
COc1ccc(NC(C)=O)cc1S(=O)(=O)N1CCN(C/C=C/c2ccccc2)CC1	-0.4%	-3.3%	15.6%	17.7%	2.7%	1.7%	-1.6%	-7.8%	0.0%	-8.7%
COc1ccc(CCN(Cc2nc(-c3ccccc3)no2)Cc2nc(-c3ccccc3)no2)cc1OC	-2.4%[2.3 µM]	-2.4%	1.0%	6.5%	-0.5%	4.1%	-2.0%	-6.8%	11.4%	-10.8%
Cc1ccc([N+](=O)[O-])cc1S(=O)(=O)Nc1ccc(OCC(=O)N2CCOCC2)cc1	-1.9%	-2.1%	-4.1%	-14.4%	-6.5%	-9.7%	5.0%	2.8%	0.1%	?
Cc1ccc(C(=O)Nc2cccc(C(F)(F)F)c2)cc1NC(=O)c1c[nH]c2cc(C(F)(F)F)ccc2c1=O	nt	nt	17.9%	nt	0.0%	nt	4.2%	-0.5%	nt	nt
COc1ccc(OC)c(C(=O)CSc2nnc(-c3cccs3)n2C)c1	0.2%	-2.6%	2.1%	9.8%	-2.6%	-1.4%	-3.6%	0.5%	17.6%	2.1%
CCOC(=O)Cn1nc(C)n(-c2ccccc2)c1=O	-0.6%	-7.3%	5.9%	-5.8%	-0.9%	-2.7%	-4.8%	1.1%	-3.8%	-9.6%
COc1cc(NC(=O)Cn2nc(C(F)(F)F)c(Br)c2C)cc([N+](=O)[O-])c1	9.7%	-2.5%	-2.0%	?	-81.7%	17.8µM*	5.6%	-5.7%	-0.1%	nt
CCOc1ccc2nc(NC(=O)c3ccc(S(=O)(=O)N4CCOCC4)cc3)sc2c1	-19.2%	-2.0%	-8.6%	-18.1%	1.7%	-8.5%	6.0%	-4.4%	-3.8%	8.0%
CC(=O)c1ccc(N(CC(=O)NC2CCCC2)C(=O)CNC(=O)c2ccco2)cc1	-1.1%	-3.8%	3.3%	-3.9%	-14.3%	-7.4%	-3.5%	7.5%	-1.2%	-1.2%
CCS(=O)(=O)N1CCC(C(=O)NCCCN2CCC(Cc3ccccc3)CC2)CC1	0.4%	-5.4%	-0.7%	12.2%	-16.0%	3.1%	-8.7%	0.5%	0.2%	-4.0%
COc1ccc2oc(=O)cc(CN3CCOCC3)c2c1	-10.4%	-3.7%	4.3%	-26.3%	-14.5%	-5.7%	0.3%	-2.9%	1.8%	-0.6%
CCOc1ccc(N(CC(=O)Nc2ccccc2C(=O)N2CCCC2)S(C)(=O)=O)cc1	-0.1%	-1.4%	-0.8%	11.4%	-0.3%	1.5%	1.1%	-3.1%	1.8%	-0.3%
O=C(C[n+]1cc(-c2ccc(F)cc2)n2c1CCC2)Nc1nc(-c2ccccc2)cs1	4.7%	-4.0%	1.7%	-6.2%	18.1%	3.4%	12.3%	0.7%	1.0%	nt
CCCCC(=O)N1CCCC(C)C1 (stereo not drawn)	3.0%	-1.1%	0.3%	-9.5%	23.5%	4.8%	-1.0%	-1.1%	7.5%	-11.1%
S=c1[nH]nc(-c2cccc(Cl)c2)n1CCN1CCCCC1	0.3%	-2.2%	2.4%	19.6%	-11.1%	2.0%	4.4%	0.6%	-0.2%	-17.9%
CCOC(=O)C1(CC)NC(c2ccco2)C2C(=O)N(c3ccc(C)cc3)C(=O)C21 (stereo not drawn)	-5.8%	13.0%	-1.6%	-5.0%[10 µM]	0.0%	-1.6%	-2.6%	-2.5%	6.0%	-16.6%
Cc1nc(SCC(=O)CC(=O)OC(C)C)c(C#N)c(C)c1C	?	0.0%	-0.2%	21.7%	17.1%	-24.8%	11.6%	4.6%	-1.8%	9.4%
O=C(CSc1ccccn1)Nc1cccc([N+](=O)[O-])c1	?	-26.9%	-1.2%	4.1%	39.0%	21.4%	13.6%	7.4%	1.5%	nt
CC1(C)NC(=O)N(CC(=O)O)C1=O	5.3%	11.3%	2.7%	0.3%	0.5%	6.3%	-3.7%	0.0%	-2.5%	8.0%
COc1ccc(C(=O)OCC(=O)NCc2ccc3c(c2)OCO3)cc1S(=O)(=O)N1CCOCC1	nt	nt	2.2%	nt	-7.5%	nt	7.7%	0.3%	nt	nt
COc1ccc(C2C(C(=O)C(C)(C)C)=C(O)C(=O)N2Cc2ccccc2)cc1 (stereo not drawn)	-0.5%	-3.2%	-4.4%	-4.6%	-14.4%	-2.2%	-6.3%	-0.6%	-7.1%	-9.3%
CCOc1ncccc1C(=O)Nc1nc(C(C)(C)C)cs1	?	8.0%	-30.0%	15.7%	-27.7%	-7.7%[10 µM]	27.9%	-12.1%	-2.0%	-1.4%
CC(C)(C)c1nnc(NC(=O)c2cc(-c3ccccc3)nc3ccccc23)s1	-14.8%	0.7%	0.2%	5.62µM*	-22.0%	10µM*	0.3%	-3.5%	1.9%	-18.8%
NC(=O)c1cccc(C(N)=O)n1	-0.6%	-5.5%	-4.8%	-12.3%	3.5%	19.6%	2.4%	1.9%	1.3%	2.0%
CC(C)CC(NC(=O)c1ccccc1)C(=O)N/N=C/c1ccco1 (stereo not drawn)	0.8%	1.2%	-2.3%	26.4%	-2.8%	-2.8%	-3.3%	2.8%	3.4%	24.4%

Rows were taken by chance (roughly 13% active in at least one column).
